Screening data (PubChem BioAssay)
B2AR arrestin: recruits beta-arrestin to the human beta2-adrenergic receptor; beta-arrestin recruitment to beta2AR, cell-based reporter; Potency, µM (series often up to 46.1 µM), for inactives: top-dose activation, actives largely listed as activators; 330,000 tested, 0.02% active;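 note: potency is the fitted concentration of half-maximal effect; 0% = DMSO controls and full agonism = EC100 isoproterenol or metaproterenol; nearly all actives have a fitted effect of over 65% in size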
uPA generation: blocks generation of uPA at the cell surface; cell surface uPA generation assay, qHTS; Potency, µM (doses to about 38.3 µM), without a hit: at the highest dose activity change, negative = inhibition, usual class: inhibitors; 330,000 tested, 0.31% active; AID 540303; active = well fitted inhibition curve with a large enough effect; inconclusive = small, poorly fitted or top-dose-only effect; inactive = no such curve, though single readings can be large or run the other way; tested in mouse RAW 264.7 cells; note: potency is the fitted concentration of half-maximal effect; nearly all actives have a fitted effect of over 55% in size
Giardia killer: kills Giardia lamblia | Giardia lamblia trophozoite viability | activity change, % at 7.66 µM, hits read low | 340,000 tested, 0.15% active; in the data active = activity change below about -80%; inconclusive = between about -30% and that limit;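 note: parasites exposed to compound for two days anaerobically before the ATP read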
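Anaerobic 48 hrs incubation at 37 deg C of 100 trophozoites/well with test compounds; ATPLite 1-Step luminescence, 15-30 min RT, reports cellular ATP as viability.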
PKM2 act: activators of human pyruvate kinase M2; 260,000 tested, 0.34% active; Potency, µM (doses to about 57.5 µM), for the others: at the top dose activation, hits mostly activators; P14618; purified PKM2, Kinase-Glo ATP luminescence, activation; response scale: 0% is enzyme alone, no compound; AID 1631; note: potency is the fitted concentration of half-maximal effect; nearly all actives have a fitted effect of over 55% in size
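Purified hPK-M2 (>95% pure) converted ADP (0.1 mM final) to ATP with 0.5 mM PEP in 50 mM imidazole pH7.2, KCl, MgCl2, Tween 20, BSA; 1 h at room temperature. ATP detected by Kinase-Glo luminescence.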
hERG WT inh: KCNH2 (human, wildtype) channel inhibition; 340,000 tested, 0.37% active; U2OS, BacMam KCNH2, thallium flux FluxOr; active compounds read low; Q12809; activity change, % at 1.84 µM;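 active = maximum activity change below -70%; inconclusive = maximum activity change between -70% and -50%; inactive = maximum activity change above -50%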
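U2OS cells were transduced with wild-type KCNH2 virus (2.03 x 10^8 / mL) for 4 h at room temperature, then cultured overnight at 37 C. Thallium flux was read with FluxOr dye. Rate constants were normalized to DMSO controls.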
Eya2 phos inh: Eya2 (human) phosphatase inhibition; O00167; recombinant Eya2, OMFP fluorescence dephosphorylation (OMFP is methylfluorescein phosphate); Potency, µM (series often up to 76.9 µM), for the others: top-dose activity, negative = inhibition, usual class: inhibitors; 330,000 tested, 0.006% active; AID 488837; note: potency is the fitted concentration of half-maximal effect
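Eya2 protein (added as 0.2 uM solution) was preincubated with compound for 10 min at ambient temperature in 50 mM HEPES pH 7.5, 50 mM NaCl, 5 uM MgCl2, 0.05% BSA, 1 mM DTT. OMFP (added at 50 uM) then reacted 10 min; fluorescence read at 485/525 nm.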
Coupling enz: counter-screen for Giardia aldolase inhibitors: coupling enzyme system; coupling enzyme system counterscreen, AmpLite Red fluorescence; activity change, negative = inhibition, % at 58.2 µM, hits read low; AID 2472; 290,000 tested, 0.67% active; in the data active = activity change below about -30%
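Coupling enzymes only (glyceraldehyde-3-phosphate) + compound, at 57.5 uM final, 10 min RT; add substrate/coupling/AmpLite Red mix, 20 min RT; fluorescence ex 525/em 598 nm. Actives flag coupling-system interference.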
GALK inhibitor: blocks human galactokinase activity | P51570 | Purified GALK, Kinase-Glo residual ATP luminescence | Potency, µM (highest dose often 57.5 µM), for the others: top-dose activity change, negative = inhibition, hits mostly inhibitors | 270,000 tested, 0.007% active | AID 1868; note: potency is the fitted concentration of half-maximal effect
Target sequence (P51570 whole entry, looked up): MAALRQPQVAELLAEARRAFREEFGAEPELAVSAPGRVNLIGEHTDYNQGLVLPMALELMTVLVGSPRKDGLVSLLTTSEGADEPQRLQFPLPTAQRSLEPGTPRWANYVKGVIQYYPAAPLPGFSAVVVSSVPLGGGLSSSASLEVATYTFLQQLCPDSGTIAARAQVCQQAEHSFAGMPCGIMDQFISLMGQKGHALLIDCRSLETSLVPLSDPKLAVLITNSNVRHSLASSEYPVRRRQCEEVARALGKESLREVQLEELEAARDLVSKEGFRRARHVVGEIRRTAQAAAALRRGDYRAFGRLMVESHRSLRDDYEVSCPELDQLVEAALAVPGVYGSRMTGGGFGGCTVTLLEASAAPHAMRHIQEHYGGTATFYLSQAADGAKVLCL
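Human GALK (5 nM) with 35 uM ATP and 100 uM galactose in 20 mM HEPES pH 8.0, 5 mM MgCl2, 60 mM NaCl, 1 mM DTT, 0.01% BSA. After 1 h at room temperature, leftover ATP was read by Kinase-Glo Plus luminescence.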
KCNH2 3.1 inh: blocks the human KCNH2 3.1 channel isoform; U2OS KCNH2 3.1, thallium flux FluxOr; active compounds read low; activity change, % (tested at about 1.8 µM); 340,000 tested, 0.95% active; AID 720553;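 active = maximum activity change below -70%; inconclusive = maximum activity change from -70% to -50%; inactive = maximum activity change above -50%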;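 note: thallium influx rate constant from kinetic fluorescence after stimulation buffer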
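FluxOr-based Tl+ influx in U2OS cells transduced with KCNH2 3.1 virus; rate constants normalized to DMSO controls.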
BCR signal inh: inhibitors of chronic active B-cell receptor signaling; Potency, µM (titrated, usually from 46.1 µM), without a hit: at the highest dose ratio change, negative = lower green/red ratio, usual class: inhibitors; 340,000 tested, 0.05% active; AID 493014; ABC-DLBCL IkBa-CBG/CBR reporter, luminescence ratio, 4 h; active = well fitted inhibition curve with a large enough effect in the signal ratio, with a control signal flat, not every such curve was filed as active; inconclusive = small, poorly fitted or top-dose-only effect, or effect the other way, or a change in a side signal; the % refers to the signal ratio;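 note: potency is the fitted concentration of half-maximal effect; plate controls were basal doxycycline-induced cells for no effect and cells given 10 µM MG132 for full effect; MG132 reads +100%, hits lower the ratio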
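TMD8 human ABC-DLBCL cells with doxycycline-inducible IκBα–green luciferase fusion and unfused red luciferase, in 0.5% FBS medium; compounds up to 46 uM, 4 h at 37C. Green/red luminescence ratio, filter-overlap corrected, fitted to concentration-response curves.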
USP2a block: USP2a (human) protease inhibition; Potency, µM (titrated, usually from 38.3 µM), for inactives: at the highest dose activity change, negative = inhibition, usual class: inhibitors; AID 463254; O75604; USP2 core, Ub-CHOP2 coupled fluorogenic reporter, 485/531; 330,000 tested, 0.01% active;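 note: potency is the fitted concentration of half-maximal effect; plate controls were DMSO wells for no effect and full inhibition by NEM control for full effect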
Target sequence (O75604 whole entry, looked up): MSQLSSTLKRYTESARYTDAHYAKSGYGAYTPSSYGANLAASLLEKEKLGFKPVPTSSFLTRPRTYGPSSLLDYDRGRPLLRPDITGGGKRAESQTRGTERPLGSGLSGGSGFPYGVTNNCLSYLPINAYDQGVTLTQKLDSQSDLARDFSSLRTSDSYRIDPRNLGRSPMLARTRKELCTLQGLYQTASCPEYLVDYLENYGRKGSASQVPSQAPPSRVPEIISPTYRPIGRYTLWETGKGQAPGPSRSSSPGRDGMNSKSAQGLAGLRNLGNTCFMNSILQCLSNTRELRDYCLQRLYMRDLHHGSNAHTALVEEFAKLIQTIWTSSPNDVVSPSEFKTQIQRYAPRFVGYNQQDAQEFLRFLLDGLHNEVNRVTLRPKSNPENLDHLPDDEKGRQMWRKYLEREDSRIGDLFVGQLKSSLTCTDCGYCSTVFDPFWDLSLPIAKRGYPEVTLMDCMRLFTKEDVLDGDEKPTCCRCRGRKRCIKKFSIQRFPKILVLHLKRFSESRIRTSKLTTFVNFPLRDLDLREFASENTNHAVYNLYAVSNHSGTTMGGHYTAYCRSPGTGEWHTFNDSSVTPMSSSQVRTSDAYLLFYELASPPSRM
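Deubiquitinase activity read as fluorescence (485/531 nm) after Ub-CHOP2 cleavage activates the enterokinase reporter on its substrate; USP2 core 10nM, Ub-CHOP2 and substrate 25nM each, 30min compound preincubation then 60min RT; data normalized to NEM, curves fitted.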
* = called active by the depositor; ? = inconclusive; · = no result given; & = joins results of further samples; [ ] = remark or other dose. Unless noted, calls come from the whole dose curve; as a rule, active = well fitted curve in the direction sought with a large enough effect; inconclusive = small, poorly fitted or top-dose-only effect, or another doubt; inactive = no such curve, though single readings can be large; an effect the other way counts as inactive or inconclusive. Unless noted, % is set by controls: 0 for no effect and ±100 for the full control effect.

The line under a structure holds: B2AR arrestin | uPA generation | Giardia killer | PKM2 act | hERG WT inh | Eya2 phos inh | Coupling enz | GALK inhibitor | KCNH2 3.1 inh | BCR signal inh | USP2a block
1	COc1ccc(-c2cc3ccccc3n2CC(O)CNCCO)cc1 (stereo not given)
 : 0.6% | 1% | -8 | 4% | -2 | -8% | 3 | 0% | -2 | -4% | -4%
2	C[C@]12c3[nH]c4ccccc4c3CCN1C(=O)C(CC(=O)NCc1ccco1)C[C@@H]2C(=O)N1CCOCC1 (stereo not given in full)
 : 9.5% | ? | 1 | · | 3 | 7% | · | · | · | 0% | 3%
3	COc1ccc(-c2cc(C(=O)O)c3c(C)nn(-c4ccccn4)c3n2)cc1
 : -0.1% | 0% | -9 | 3% | 9 | 8% | 3 | 3% | 18 | 0% | 0%
4	CCOc1cc(C(=S)N2CCOCC2)ccc1OS(=O)(=O)c1ccccc1[N+](=O)[O-]
 : 1.2µM* | -12% | ? | 1% | 47 | 4% | -9 | 1% | 2 | -5% | -9%
5	Cn1c(SCc2cccc(Br)c2)nnc1-c1ccncc1
 : 3.1% | -12% | -21 | -2%[11.5 µM] | 1 | 3% | -1 | 0% | 17 | 8% | -1%
6	CCOC(=O)Cn1c(=NC(=O)C(C)(C)C)sc2cc([N+](=O)[O-])ccc21
 : -0.9% | 0% | -3 | -1% | -5 | -8% | -2 | -3% | -12 | 6% | 2%
7	CN1CCN(S(=O)(=O)c2cc([N+](=O)[O-])ccc2Cl)CC1
 : -0.4% | -4% | 11 | 3% | -13 | -2% | 1 | -1% | 0 | ? | 3%
8	Cc1ccc(OCC(=O)N2CCN(C(=O)c3cccs3)CC2)cc1
 : 0.0% | 3% | 9 | 10% | 2 | -3% | 2 | -4% | 13 | 5% | 2%
9	COc1cc(Cl)c(S(=O)(=O)n2cnc(C)c2)cc1Cl
 : -0.2% | 3% | -5 | 19% | 0 | -1% | -1 | -1% | 12 | -6% | 0%
10	CN(CCCNC(=O)c1nn(C)c2c1CS(=O)(=O)c1ccccc1-2)Cc1ccccc1
 : 0.3% | -6% | -10 | -9%[0.46 µM] | 11 | -2% | 0 | -3% | -5 | -12% | 1%
11	COCc1[nH]nc2c1C(C1C=CCCC1)C(C#N)=C(N)O2 (stereo not given)
 : -0.1% | -27% | 17 | 0% | 10 | -5% | -1 | 1% | 3 | ? | -3%
12	CCCc1cc(C(=O)N2CCCC(N3CCN(c4ccc(F)cc4)CC3)C2)no1 (stereo not given)
 : -0.9% | -5% | 10 | · | 7 | -2% | · | 6% | -28 | -8% | 3%
13	Cc1cccc(NC(=O)CSc2nc(C)c(Cc3ccccc3)c(=O)[nH]2)c1
 : 0.4% | -6% | 19 | 6% | -10 | -8% | 4 | -2% | 14 | 1% | -1%
14	CCOC(=O)c1oc2ccc(Br)cc2c1CSc1nnc(C)s1
 : -0.3% | -2% | -7 | -8% | -15 | 2% | -1 | 0% | -6 | 4% | 0%
15	CC1CCCCC1NC(=O)CSc1nncs1 (stereo not given)
 : -0.1% | 5% | -16 | -5% | -2 | -6% | 3 | 8% | -1 | 3% | -1%
16	Cn1c(SCC(=O)Nc2ccc3c(c2)OCCO3)nnc1-c1ccco1
 : -2.1% | 5% | 18 | -2% | 0 | -1% | -3 | 4% | 2 | 1% | 1%
17	CCC(=O)NC(=S)Nc1ccc2oc(-c3ccc(OC)cc3)nc2c1
 : -0.3% | 1% | -21 | -9% | -3 | 5% | -1 | 1% | 1 | 1% | 1%
18	FC(F)(F)c1cccc(NC(=S)NCCN2CCOCC2)c1
 : -1.2% | 2% | 1 | -4% | 1 | 1% | 1 | 1% | 6 | -4% | -3%
19	CCOc1ccc(Oc2c(/C=N/NC(=O)C3CC3)c(C)nn2-c2ccccc2)cc1
 : -1.1% | -5% | 8 | -11% | -4 | 3% | -3 | 1% | 4 | -1% | -2%
20	C=CCn1c(SCC(=O)OCC)nc2cc(C(=O)NCc3ccco3)ccc2c1=O
 : 0.1% | 3% | -3 | -6% | -5 | -7% | 0 | -1% | 20 | ? | -1%
21	COc1ccc(Cc2nnc(SCC(=O)NCc3ccco3)o2)cc1
 : 0.2% | 3% | 8 | 8% | 13 | 10% | 1 | 1% | 4 | -1% | 0%
22	CCN1CCN(Cc2ccc(NC(=O)c3ccc(C)c(NC(=O)c4cccc5[nH]ccc45)c3)cc2C(F)(F)F)CC1
 : -0.2% | -64% | 38[activator] | -1% | -7&4 | -13% | 0 | 0% | -11&-24 | ? | -1%
23	O=C(CCc1ccccc1)Nc1nnc(-c2ccccn2)o1
 : -0.4% | 8% | 14 | -10% | -5 | 4% | -1 | 0% | 23 | 4% | 1%
24	CCOCCc1nnc(NC(=O)CS(=O)(=O)Cc2ccccc2)s1
 : -1.1% | 3% | -17 | 3% | 8 | -28% | 4 | 7% | 5 | -7% | 1%
25	C[C@H](NC(=O)c1ccccc1)C(=O)N1CCN(Cc2ccc3c(c2)OCO3)CC1
 : -0.2% | 10% | 19 | · | 1 | 4% | · | · | 7 | 0% | 4%
26	O=C(CSc1ncnc2c1nnn2Cc1ccccc1F)N1CCN(c2ccccc2)CC1
 : 0.3% | -5% | 4 | 3% | -6 | 4% | 3 | 1% | -5 | -20% | 0%
27	CC(C)Cn1cc(C(=O)N2CCOCC2)c2c3ccccc3n(C)c2c1=O
 : 0.0% | · | 15 | -19% | 0 | -1% | 3 | 2% | 2 | -2% | 3%
28	COC(=O)c1nnn(CC(=O)NC(=O)Nc2ccccc2)c1C(=O)OC
 : -1.3% | -7% | 3 | 4% | -1 | -6% | 1 | · | -7 | 0% | 2%
29	O=C(CCN1C(=O)c2cccc3cccc(c23)C1=O)N1CCOCC1
 : -0.1% | -5% | 11 | -15% | -1 | 12% | 2 | 0% | 4 | -1% | -1%
30	CCS(=O)(=O)c1nc(S(=O)(=O)c2ccc(C)cc2)c(N2CCC(C)CC2)s1
 : 0.1% | ? | 14 | · | -5 | 4% | · | -1% | -6 | 8% | 0%
31	CCOC(=O)N1CCC(NC(=O)c2ccc3nc(N4CCOCC4)sc3c2)CC1
 : 0.3% | 2% | -7 | -7% | 2 | 3% | 5 | 1% | -1 | -11% | -2%
32	CC1C(=O)Nc2ccc(S(=O)(=O)N3CCCCCC3)cc21 (stereo not given)
 : -0.4% | ? | -16 | · | 0 | -16% | · | · | 3 | 2% | 3%
33	CCc1noc(C)c1C(=O)Nc1ccc(F)c(F)c1F
 : 0.2% | 1% | 12 | · | 23 | -13% | · | · | 10 | -1% | 0%
34	CCN(CC)c1nc(-c2cccc(OC)c2O)nc2ccccc12
 : 0.0% | 0% | -21 | 1% | -7 | 20%[15.4 µM] | 0 | 2% | 5 | 10% | 4%
35	CCOC(=O)/C=C1\CC(C(=O)OCC)Oc2c(OC)cccc21 (stereo not given)
 : -0.2% | 8% | -21 | · | 5 | 2% | -3 | · | 2 | -19% | 3%
36	O=Cc1ccccc1OCCOc1ccccc1C=O
 : -0.2% | ? | -9 | -12% | 0 | -6% | -1 | -2% | -8 | ? | -1%
37	CC(=O)c1ccc(-n2nnnc2SCC(=O)N2CCN(C(=O)c3ccco3)CC2)cc1
 : 0.5% | 1% | -2 | -2% | 10 | -5% | 1 | 5% | 6 | -1% | 4%
38	O=C(O)CSc1nnc(-c2ccc3c(c2)OCO3)n1-c1ccccc1
 : -0.2% | 3% | -3 | -8% | -5 | 9% | 9 | 1% | 9 | 0% | 2%
39	CCOC(=O)NC(=O)/C(C#N)=C\c1ccccc1
 : 0.2% | 4% | -15 | -2% | 7 | 5% | 4 | 10% | 20 | 0% | 0%
40	O=C(CN1CCN(c2ccc([N+](=O)[O-])cc2)CC1)Nc1ccccn1
 : -0.9% | 0% | -4 | 1% | ? | -3% | 3 | 2% | ? | -8% | 1%
41	Cc1ccccc1OCCC(=O)OCC(=O)Nc1ccc2[nH]c(=O)[nH]c2c1
 : -0.1% | 4% | -4 | · | -4 | -21% | · | · | 3 | 6% | 2%
42	O=C(NC1CC1)C1CCN(C(=O)c2ccccc2Cl)CC1
 : 0.1% | 2% | 2 | -11% | 6 | 4% | 1 | -2% | 1 | 2% | -2%
43	Cc1nc(-c2ccc(S(=O)(=O)Nc3cccc(S(N)(=O)=O)c3)s2)cs1
 : -0.8% | 7% | -3 | 6% | -3 | -1% | 3 | -2% | 10 | 2% | 3%
44	Nc1nnc(CCc2ccccc2)s1
 : 0.2% | · | -3 | 9% | 16 | -5% | -4 | 1% | 7 | -3% | 0%
45	C=CCN1C(=O)CSc2ccc(C(=O)NC3CCCCC3)cc21
 : 6.0% | 1% | -28 | · | -3 | 8% | · | 6% | 1 | ? | 0%
